Compound activity from PubChem BioAssay.
SV40 large T antigen: TAg ATPase/helicase activity blockers – biochemical (AID 1903); inhibition, % at 20 µM; hits with a dose series show IC50 in µM; 310,000 tested, 0.39% active; SV40 large T antigen ATPase/helicase inhibition assay; higher % means a stronger effect; in the data active = a potency from the dose series; inconclusive = inhibition mostly from about 32% at the one dose, without a potency; inactive = the rest, 99 in 100 with inhibition below about 32%; note: strong numbers were not always called active
KOR beta-arrestin-1: kappa opioid receptor activators – cell-based, luminescence, uHTS, primary screen (AID 1777) | KOR beta-arrestin recruitment, luminescence; higher % means a stronger effect | activation, % at 10 µM; hits with a dose series show EC50 in µM | 280,000 tested, 0.02% active; in the data active = activation above about 50%, passing the limit was not always enough; note: a part of the inactive calls stands beside numbers as strong as those of hits
KOR beta-arrestin-2: kappa opioid receptor blockers – cell-based, luminescence, uHTS (AID 1778). inhibition, % at 10 µM; hits with a dose series show IC50 in µM. KOR beta-arrestin recruitment, luminescence, antagonist mode; higher % means a stronger effect. 290,000 tested, 0.091% active; note: strong numbers were not always called active
HIV peptide binding: cell-free HIV fusion peptide-binding blockers – biochemical, uHTS, fluorescence dequenching, primary screen (AID 1986). inhibition, % at 20 µM, or IC50 in µM where a hit was titrated. 290,000 tested, 0.3% active. cell-free peptide binding, fluorescence dequenching, 30 min; higher % means a stronger effect; in the data active = inhibition mostly above about 52%, no sharp cut-off; inactive = mostly below about 76%; note: some results filed as inactive read as strong as hits
MgcRacGAP inhibition: MgcRacGAP GTPase-activating activity inhibitors, confirmation, biochemical, ADP Hunter fluorescence; MgcRacGAP-stimulated Rac1 GTP hydrolysis, ADP Hunter fluorescence; higher % means a stronger effect; GST-tagged Rac1 F28L mutant substrate; one-dose inhibition, % at 30 µM; IC50 in µM for titrated hits; 340,000 tested, 0.6% active;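 active = first-screen hits whose inhibition reached a set limit at any dose in the follow-up dose series; inconclusive = inhibition above the set first-screen limit but never retested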;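 note: fluorescence reports GDP produced by GAP-driven GTP hydrolysis; strong numbers were not always called active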
NOD1 inhibition: NOD1 signaling inhibitors, primary screen, cell-based, luminescence, uHTS (AID 1578) | inhibition, % at 4 µM, or EC50 in µM where a hit was titrated | 290,000 tested, 1% active | NOD1-driven NF-kB luciferase reporter cells, luminescence; higher % means a stronger effect; in the data active = inhibition mostly above about 36%, no sharp cut-off; inactive = mostly below about 34%;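 note: HEK-293T reporter cells stimulated with the NOD1 agonist gamma-tri-DAP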
GPR55 antagonists: inhibition of LPI-stimulated GPR55 beta-arrestin translocation – imaging, U2OS, beta-arrestin-GFP, LPI agonist, primary screen (AID 2013). U2OS GPR55 beta-arrestin-GFP translocation imaging, LPI antagonism; higher % means a stronger effect. inhibition, % at 10 µM; hits with a dose series show IC50 in µM. 290,000 tested, 0.13% active;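 active = spots per cell inhibited over 60%, with over 100 cells counted and total cytoplasm intensity under 500,000; inconclusive = wells with under 100 cells, flagged as likely toxic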;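 note: U2OS cells stably carrying GPR55 and arrestin-GFP stimulated by 5 µM LPI near EC80; imaged beta-arrestin-GFP aggregate spots per cell after agonist stimulation; plate controls were LPI-stimulated DMSO wells for no effect and DMSO wells without LPI for full effect; some results filed as inactive read as strong as hits; confirmed hits need IC50 under 10 µM and bright autofluorescent wells are also inconclusive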
GPR55 activation: GPR55 agonists via beta-arrestin recruitment, primary screen, imaging, U2OS cells, beta-arrestin-GFP redistribution (AID 1961); activation, % at 10 µM, or EC50 in µM where a hit was titrated; U2OS GPR55 beta-arrestin-GFP redistribution imaging; higher % means a stronger effect; 290,000 tested, 0.048% active;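 active = activation above 40% with more than 50 cells counted in the well; inconclusive = wells holding fewer than 50 cells, flagged as toxic or sparse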;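 note: U2OS osteosarcoma cells stably expressing GPR55 and beta-arrestin-GFP; plate controls were DMSO negative control for no effect and LPI positive control for full effect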
HEK293 NOD2/NF-kB: NOD2 signaling inhibitors, cell-based, luminescence, uHTS, HEK293 (AID 1566); one-dose inhibition, % at 4 µM; EC50 in µM for titrated hits; HEK293 NOD2/NF-kB luciferase reporter, luminescence; higher % means a stronger effect; 290,000 tested, 0.63% active; note: many of its hits are not listed in these tables
The depositor's hits bear a star; ? = inconclusive; nt = no result given; [ ] = dose if it differs, or a comment. Cut-off read from the data, not from the text of the source, unless noted: active = inhibition above about 50%; inactive = the rest.

SMILES | SV40 large T antigen | KOR beta-arrestin-1 | KOR beta-arrestin-2 | HIV peptide binding | MgcRacGAP inhibition | NOD1 inhibition | GPR55 antagonists | GPR55 activation | HEK293 NOD2/NF-kB
C/C(=N\Nc1nc(N2CCCCCC2)nc(N2CCCCCC2)n1)c1ccccc1 | 8.0% | -0.1% | -23.1% | 0.3% | 0.9% | -6.2% | 11.5% | -0.3% | -3.2%
CCOC(=O)c1[nH]c(C)c(C(=O)OC)c1C | 2.8% | -2.6% | 21.0% | 0.5% | 6.8% | -4.6% | -1.0% | 0.0% | 3.3%
CCN1CCN(c2cc(C)c3cc(NC(=O)CCC(=O)N4CCN(c5ccccc5OC)CC4)ccc3n2)CC1 | 3.9% | -2.1% | -32.8% | -0.4% | 13.7% | -22.2% | 5.2% | 0.6% | 14.0%
COc1ccc(NC(=O)CCN2CCN(S(=O)(=O)c3ccc(Cl)cc3)CC2)cc1 | -0.1% | -6.6% | 19.1% | -1.2% | 3.2% | 20.1% | 10.0% | 0.2% | 16.1%
Cc1ccc2oc(Nc3nc(C)cc(C)n3)nc2c1 | -5.4% | -2.6% | 12.4% | 1.0% | 0.7% | -1.5% | -3.3% | -0.3% | -9.8%
Cc1ccc(OCCNc2cc(N3CCN(CCO)CC3)ccc2[N+](=O)[O-])cc1C | 1.6% | -1.4% | -23.3% | -5.1% | 4.7% | -6.3% | 9.1% | -0.4% | 4.4%
CCCNC(=S)N1CCN(c2nc(C)nc3sc4c(c23)CCCC4)CC1 | -0.3% | -5.5% | -6.0% | -1.3% | 0.0% | -10.0% | 22.4% | 0.2% | 24.5%
Cc1ccc(S(=O)(=O)N2CCOCC2)cc1C(=O)OCC(=O)N1c2ccccc2NC(=O)C1(C)C | 9.6% | 1.4% | -13.3% | -2.3% | nt | -6.2% | 9.4% | 0.0% | 7.7%
CSc1nnc(-c2ccco2)c(-c2ccco2)n1 | 54.2% | -2.8% | 29.3% | 45.7% | ? | -2.6% | 9.9% | 0.0% | 0.5%
CCc1cc(=O)oc2cc(C)cc(OCC(=O)NC3CCN(Cc4ccccc4)CC3)c12 | 8.5% | -1.3% | -29.2% | 0.5% | 5.3% | -8.1% | 13.5% | -0.2% | 2.9%
Cc1c(CCC(=O)O)c(=O)oc2cc3occ(-c4ccccc4)c3cc12 | 18.3% | 3.3% | -3.6% | 10.0% | 12.2% | 10.0% | 0.1% | -0.2% | -6.7%
Cc1c(Cl)c([N+](=O)[O-])nn1CC(=O)N1CCCc2ccccc21 | 7.8% | -1.3% | 18.9% | 2.2% | 7.2% | -25.3% | 0.6% | 0.0% | 0.6%
Cc1ccccc1COc1ccc(/C=C(\C#N)C(N)=O)cc1 | -6.9% | 11.9% | -15.3% | 1.9% | 11.0% | -44.0% | 4.2% | -0.2% | -6.4%
CC(=O)c1c(C)[nH]c(C(=O)OCC(=O)Nc2cc(Cl)ccc2[N+](=O)[O-])c1C | 22.7% | 1.0% | -12.6% | -0.9% | 7.2% | -25.9% | -1.4% | -0.2% | 5.7%
Cc1cc(Oc2ccccc2)nc(N)n1 | -1.0% | 1.0% | 16.5% | -1.6% | 4.1% | 2.5% | 9.1% | -0.2% | 7.3%
CCn1cc(C(=O)NCCCOC)c(=O)c2cc(S(=O)(=O)N3CCCC3)ccc21 | 13.8% | -1.3% | 15.2% | -1.3% | -2.0% | -11.0% | 4.8% | 0.1% | 17.7%
O=C(O)C1C(C(=O)Nc2ccc(Cl)cc2)C2C=CC1C21CC1 (configuration not stated) | -1.0% | -1.3% | 31.7% | 0.4% | 3.8% | -15.1% | 1.4% | -0.1% | 7.6%
COc1ccc(NC(=O)CSc2nc3ccccc3c(=O)n2CCCN2CCC(C)CC2)c(OC)c1 | 6.3% | 7.0% | -28.7% | 2.2% | 2.3% | -21.6% | 23.0% | 0.1% | -2.4%
COc1ccccc1N(CC(O)Cn1c2ccccc2c2ccccc21)S(=O)(=O)c1ccccc1 (configuration not stated) | 8.5% | 5.6% | 14.4% | -2.7% | 8.7% | 13.5% | 36.4% | 0.0% | -6.2%
COc1ccc(C(F)(F)F)cc1N/C=C/c1nnnn1-c1ccc2ccccc2c1 | 7.2% | 4.6% | 18.8% | -1.3% | 1.0% | -6.7% | 1.9% | -0.2% | 14.4%
O=c1oc2ccccc2c(N2CCCC2)c1CN1CCCC1 | 18.4% | -1.5% | -35.2% | 5.7% | -0.6% | -21.7% | 0.2% | 0.0% | 11.8%
COc1ccc(F)c(CN2CCCC(CO)(Cc3cccc(Cl)c3)C2)c1 (configuration not stated) | 10.8% | 5.8% | -43.1%[20 µM] | 1.0% | -2.8% | -11.2% | 21.4% | -0.1% | -3.0%
CCOC(=O)c1ccc2c(c1)N(CC(=O)N1CCCCC1)C(=O)C(C)(C)O2 | 8.7% | -8.4% | -47.9% | 0.3% | 1.9% | -17.7% | 11.8% | -0.3% | 12.6%
CC(C)(C)NS(=O)(=O)c1cc2c3c(c1)CCN3C(=O)CC2 | -4.7% | 6.6% | -49.2% | 0.6% | 0.8% | 20.5% | -10.1% | -0.3% | -24.4%
COC(=O)c1ccccc1NC(=O)CSc1nnc(-c2cccnc2)n1C | 4.6% | -3.5% | 16.7% | 2.0% | 8.8% | -5.7% | 18.9% | 0.1% | 13.8%
O=C(CCCn1c(=S)[nH]c2cc3c(cc2c1=O)OCO3)NCc1ccco1 | -0.7% | -5.1% | -19.2% | -0.1% | 4.0% | -17.0% | -8.8% | 0.3% | 26.6%
O=C(C(=O)N1CCc2ccccc2C1)N1CCc2ccccc2C1 | -58.1% | 3.7% | nt | 1.7% | nt | -42.8% | 5.4% | -0.2% | 8.2%
CC(=O)Nc1ccc(NC(=O)Nc2ccccc2)cc1 | 5.2% | 0.7% | 29.1% | -0.2% | -3.3% | -0.3% | 17.7% | 0.2% | -1.8%
CCCOc1cccc(C(=O)Nc2ccccc2C(=O)N2CCN(C)CC2)c1 | 3.0% | 1.4% | 2.7% | 1.0% | 2.3% | -24.8% | 21.2% | 0.6% | 4.7%
COc1ccc(CCNC(=O)CCSCc2ccccc2F)cc1OC | 5.8% | -2.5% | -23.5% | -1.3% | 6.7% | -6.7% | -5.4% | -0.3% | 12.3%
COc1cccc(NC(=O)CCC(=O)Nc2ccc3nc(N4CCOCC4)cc(C)c3c2)c1 | -2.9% | -1.5% | -31.3% | -1.4% | 15.6% | -55.6% | 3.7% | -0.1% | -39.0%
COc1ccc(NC(=O)CCN2CCN(S(=O)(=O)c3ccc(OC)cc3)CC2)cc1 | 6.1% | 1.2% | 8.8% | -1.0% | -3.4% | -29.5% | 7.1% | -0.3% | 11.6%
CC[C@@H](C)[C@H](CNC)NC[C@@H](Cc1cccc2ccccc12)NCCc1cccc(C(F)(F)F)c1 | 7.0% | -3.5% | -54.2%[20 µM] | -0.4% | 3.3% | -21.1% | 48.4% | 0.1% | -5.5%
COCCN1CC(C(=O)N2CCC(Oc3ccccc3OC)CC2)CCC1=O (configuration not stated) | 22.2% | -1.8% | -5.7% | -1.6% | 6.4% | -34.7% | 5.9% | -0.1% | -2.5%
CCCCNC(=O)C1CCN(C(=O)Nc2ccc(C)cc2)CC1 | 5.3% | 6.8% | -17.3% | 1.5% | 4.4% | -22.7% | -6.7% | -0.4% | -1.3%
CC(=O)Nc1cc2c(nc1C)nc(C)n2Cc1ccc(Br)cc1 | 2.2% | 1.6% | 11.4% | -0.9% | 4.8% | -11.8% | -0.2% | 0.3% | 0.9%
CCC1(CC)C(=O)N(C)C(=O)NC1=Nc1ccc(OC)cc1 | 10.4% | 7.7% | -19.4% | 0.0% | -0.6% | 7.8% | -5.0% | -0.1% | -5.5%
CCOC(=O)C1CCN(C(=O)C2CC(=O)N(c3ccc4c(c3)OCCO4)C2)CC1 (configuration not stated) | 8.6% | -0.9% | -3.7% | 1.4% | 8.9% | -32.5% | 12.8% | 0.0% | 2.8%
Cc1cccc(CSc2ccc(-c3ccco3)nn2)c1 | 13.7% | 3.3% | 0.4% | 36.7% | 6.0% | -49.7% | 3.4% | -0.1% | -47.7%
Cc1ccc(NC(=O)CN(C)C(=O)COc2c(Cl)cc(Cl)c3ccc(C)nc23)cc1 | 5.8% | -0.7% | 17.3% | 0.8% | 3.0% | -16.0% | -0.4% | -0.1% | -4.2%
CC(C)(C)c1ccc(C(=O)N2CCN(C(=O)c3ccco3)CC2)cc1 | 10.5% | -1.2% | 11.3% | 1.9% | 5.8% | -33.7% | 0.6% | -0.1% | 2.9%
CCOCCCn1c(=S)[nH]c2cc(C(=O)NCCOC)ccc2c1=O | 8.2% | -0.9% | 8.2% | -0.4% | 1.5% | -26.7% | -4.2% | -0.1% | 2.8%
Cc1ccc2nc(NCC(N)=O)nc(-c3ccccc3)c2c1 | -9.9% | -3.0% | -11.7% | -1.1% | nt | -8.5% | -1.6% | 0.6% | 12.3%
CC(=O)c1cccc(NC(=O)c2ccc(C)c(S(=O)(=O)N3CCOCC3)c2)c1 | -2.7% | 1.6% | -3.7% | 0.1% | 4.2% | 10.9% | -3.2% | -0.1% | 10.8%
Cc1cc(C)nc(N/N=C/C2=C(O)CC(c3ccc(F)cc3)CC2=O)n1 (configuration not stated) | 14.5% | -2.4% | nt | 0.3% | nt | 10.5% | -2.0% | 0.6% | 18.9%
COc1ccc2oc(=O)c(C(=O)N3CCc4ccccc43)cc2c1 | 12.1% | -3.7% | 3.9% | -2.5% | -1.9% | -14.5% | 19.0% | -0.1% | -2.1%
CC1=C(C(=O)N2CCOCC2)C(c2c(F)cccc2F)NC(=O)N1 (configuration not stated) | -4.5% | 0.0% | -13.7% | 2.8% | 5.1% | 3.9% | -5.4% | -0.2% | 13.7%
COc1cc(/C=C(\C#N)C(=O)Nc2cccc3ncccc23)ccc1O | 3.4% | -7.4% | -34.6%[20 µM] | -0.3% | nt | -24.5% | -6.9% | -0.1% | -10.1%
c1csc(-c2nnc(Cc3cccc4ccccc34)o2)c1 | 10.6% | 1.4% | -4.2% | 1.3% | 3.8% | -44.8% | 1.9% | 0.0% | -22.6%
Cc1ccc2c(c1)N(CC(=O)N1CCCC1)C(=O)c1cccnc1O2 | 0.4% | 1.7% | 23.5% | -0.2% | 8.0% | -1.0% | -3.2% | -0.2% | -1.4%
O=c1c2ccccc2nc(-c2ccoc2)n1CCc1ccccc1 | 4.2% | -3.2% | -21.4% | 3.0% | 6.5% | -2.9% | 10.0% | 0.5% | 10.8%
C=CCn1c(SCC#N)nc2c(c1=O)C(C)(C)Cc1ccccc1-2 | 11.8% | -1.3% | -16.1% | -2.5% | 9.2% | 43.8% | 9.8% | -0.1% | 11.0%

Some of the compounds tested. The share of hits here may be higher or lower than overall.
